aGlu spleen mod: inhibitors or activators of human alpha-glucosidase in spleen homogenate; P10253; human spleen homogenate, 4-MU-alpha-glucoside fluorescence; Potency, µM (top dose mostly 79.9 µM), inactives show at the top dose activity change, negative = inhibition, most hits filed as inhibitors; 240,000 compounds, 0.006% hits; AID 2112;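 further: 0% = enzyme with vehicle and -100% = no enzyme basal signal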
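Enzyme source: human spleen homogenate, 1 ug/well. Buffer 50 mM citric acid/K phosphate pH 5.0, 0.01% Tween-20. 4-MU-alpha-glucoside 1 mM; 37 C x 40 min; NaOH/glycine stop; fluorescence.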
GAA inh: inhibitors of human lysosomal alpha-glucosidase; P10253; purified human GAA, 4-MU-alpha-glucoside fluorescence; Potency, µM (doses to about 76.9 µM), inactives show at the highest dose activity change, negative = inhibition, hits mostly inhibitors; 200,000 compounds, 0.005% hits; AID 1466;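 further: plate controls were uninhibited enzyme wells for no effect and no-enzyme background for full effect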
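Activity normalized between no-enzyme (basal) and enzyme-only wells. Conditions: 4 nM human enzyme, 400 uM fluorogenic substrate, citrate/phosphate pH 5.0 with Tween-20, 20 min room temperature, compounds up to 77 uM.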
GoLoco inh red: inhibitors of human Gai1-RGS12 GoLoco interaction (red fluorophore). 230,000 compounds, 0.44% hits. Gai1:RGS12 GoLoco peptide FP, rhodamine, 10 min. Potency, µM (titrated, usually from 61.6 µM), for the others: top-dose activity, negative = inhibition, most hits filed as inhibitors. AID 880. P63096; active means well fitted inhibition curve with a large enough effect, not every such curve was filed as active; inactive means no such curve, though single readings can be large or run the other way; further: nearly all actives have a fitted effect of over 30% in size; many of its hits are not listed in these tables
Target sequence (P63096 whole entry, looked up): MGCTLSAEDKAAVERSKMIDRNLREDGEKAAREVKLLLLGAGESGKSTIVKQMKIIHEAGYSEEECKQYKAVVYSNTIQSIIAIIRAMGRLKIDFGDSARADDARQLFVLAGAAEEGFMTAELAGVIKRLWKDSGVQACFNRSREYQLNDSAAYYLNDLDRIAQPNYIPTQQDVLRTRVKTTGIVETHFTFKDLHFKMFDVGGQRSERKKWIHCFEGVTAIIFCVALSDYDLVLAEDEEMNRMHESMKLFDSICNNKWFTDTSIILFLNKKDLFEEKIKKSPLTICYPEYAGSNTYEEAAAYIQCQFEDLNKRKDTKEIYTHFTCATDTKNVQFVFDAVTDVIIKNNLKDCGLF
RECQ1 helicase: inhibitors of human RECQ1 DNA helicase | P46063 | RECQ1 DNA unwinding, red fluorescence kinetic read | Potency, µM (doses to about 57.3 µM), for the others: at the highest dose activity, negative = inhibition, actives largely listed as inhibitors | 240,000 compounds, 0.54% hits | AID 2549;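 further: plate controls were vehicle for no effect and no enzyme for full effect; nearly all actives have a fitted effect of over 30% in size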
Target sequence (P46063 whole entry, looked up): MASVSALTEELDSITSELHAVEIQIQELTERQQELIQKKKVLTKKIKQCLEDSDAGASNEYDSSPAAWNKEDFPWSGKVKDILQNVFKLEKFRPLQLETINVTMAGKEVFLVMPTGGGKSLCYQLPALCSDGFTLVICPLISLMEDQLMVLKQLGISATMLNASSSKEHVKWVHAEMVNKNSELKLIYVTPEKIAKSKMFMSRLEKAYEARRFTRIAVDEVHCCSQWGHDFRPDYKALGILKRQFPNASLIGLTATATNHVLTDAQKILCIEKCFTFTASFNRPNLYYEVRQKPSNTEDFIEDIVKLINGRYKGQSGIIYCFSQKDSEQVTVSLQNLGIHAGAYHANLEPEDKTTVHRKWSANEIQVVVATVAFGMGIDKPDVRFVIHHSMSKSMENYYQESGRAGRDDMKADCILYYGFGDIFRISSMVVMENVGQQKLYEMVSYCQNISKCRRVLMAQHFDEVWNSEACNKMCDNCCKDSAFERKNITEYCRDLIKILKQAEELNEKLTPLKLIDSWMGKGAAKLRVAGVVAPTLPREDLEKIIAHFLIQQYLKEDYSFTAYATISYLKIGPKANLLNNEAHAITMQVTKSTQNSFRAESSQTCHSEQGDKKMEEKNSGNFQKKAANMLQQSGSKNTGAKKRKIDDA
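50 nM RECQ1T1 preincubated 15 min with compound in Tris pH 8.0 buffer with MgCl2, DTT, Tween-20 and 2.5 ug/ml poly(dI-dC); started with 200 nM TAMRA/BHQ-2 forked duplex and 2 mM ATP. Unwinding read as fluorescence (525/598 nm), two reads 2 h apart.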
TRb SRC2 PPI: disrupts binding of human TR beta to SRC2. P10828. TRbeta-SRC2 peptide binding, fluorescence polarization; receptor liganded with 1 µM T3. Potency, µM (titrated, usually from 106 µM), for inactives: at the top dose activity change, negative = inhibition, usual class: inhibitors. 280,000 compounds, 0.065% hits. AID 1469;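 further: plate controls were bound peptide for no effect and peptide without receptor for full effect; nearly all actives have a fitted effect of over 50% in size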
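Each compound concentration gave % activity, normalized to unbound and bound Texas Red SRC2 controls, from polarization read after 5 hr ambient incubation with T3-loaded human TRb LBD.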
GAA glycogen mod: inhibitors or activators of human alpha-glucosidase glycogen cleavage | P10253 | recombinant GAA, glycogen substrate, Amplex Red glucose oxidase fluorescence | Potency, µM (titrated, usually from 76.4 µM), without a hit: at the top dose activity change, negative = inhibition, usual class: inhibitors | 300,000 compounds, 0.38% hits;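 further: 0% = full enzyme reaction and -100% = no-enzyme basal signal; the screen sought inhibitors and activators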
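Recombinant human alpha-glucosidase (4 nM final) hydrolysed bovine liver glycogen (30 ug) for 40 min at 37 C in pH 5.0 citrate/phosphate with 0.01% Tween-20. Released glucose detected by glucose oxidase/Amplex Red, Ex 573/Em 610 nm. Compounds up to 77 uM; AC50 from Hill fits.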
L3MBTL1 inh: L3MBTL1 (human) inhibition | AlphaScreen L3MBTL1–H3K9me1 peptide binding | Potency, µM (titrated, usually from 57.1 µM), inactives show at the highest dose activity, negative = inhibition, hits mostly inhibitors | 230,000 compounds, 0.66% hits; further: nearly all actives have a fitted effect of over 60% in size
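Read-out is AlphaScreen signal from streptavidin donor and nickel chelate acceptor beads (10 ug/mL final each) bridging L3MBTL1 (50 nM) and biotinylated K9-monomethylated H3(1-15) peptide (75 nM), after 30 min compound exposure at room temperature.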
TR SRC2 fluor cs: counter-screen for TRb-SRC2 inhibitors: fluorescence interference. AID 1479. Potency, µM (doses to about 106 µM), for inactives: top-dose fluorescence change, negative = quenching. 280,000 compounds, 0.29% hits. TRb/SRC2 Texas Red total fluorescence interference; active means well fitted curve in either direction with a large enough effect; inconclusive means small, poorly fitted or top-dose-only effect
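Human TRb ligand-binding domain at 0.6 uM with 20 nM Texas Red SRC2 peptide in Tris buffer containing 1 uM T3 and 5% DMSO, incubated with compound 5 h at ambient temperature. Total fluorescence (555/632 nm) calculated as parallel + 2 × perpendicular.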
Active calls of the source: *; i = inactive; ? = inconclusive; / = not tested or not shown; [ ] = dose if it differs, or a comment. Unless noted, the call rests on the fitted dose curve; in most records, active means well fitted curve in the direction sought with a large enough effect; inconclusive means small, poorly fitted or top-dose-only effect, or another doubt; inactive means no such curve, though single readings can be large; an effect the other way counts as inactive or inconclusive. Unless noted, on the % scale 0 is the no-effect control and ±100 the full control effect; potency means the concentration at half of the fitted maximal effect.

structure	aGlu spleen mod	GAA inh	GoLoco inh red	RECQ1 helicase	TRb SRC2 PPI	GAA glycogen mod	L3MBTL1 inh	TR SRC2 fluor cs
CCn1c(SCC(=O)N2CCOCC2)nc2c(c1=O)SC(C)C2 (stereo unspecified)	1%	3%	4%	i	-1%	-4%	?	-2%
Fc1c(F)c(C(F)(F)F)c(F)c(F)c1N1CCN(c2ccc3nnc(C(F)(F)F)n3n2)CC1	3%	-1%	-1%	-9%	-14%	-1%	-5%	2%
O=C(CC1C(=O)NCCN1C(=O)Nc1ccc(Cl)cc1)Nc1ccc(F)cc1 (stereo unspecified)	4%	-3%	6%	15%	-1%	19%	3%	3%
O=C(c1cc2n(n1)C(C(F)(F)F)CC(c1ccc(F)cc1)N2)N1CCCC1 (stereo unspecified)	-15%	-3%	6%	-6%	4%	5%	7%	2%
COC(=O)c1cc(OC)c(OC)c(OC)c1NC(=O)c1ccc(S(=O)(=O)N(C)C)cc1	-7%	-4%	-12%	i	-12%	-6%	-3%[11.4 µM]	2%
N=C1C(c2nc3ccccc3s2)=C(O)CN1C1CCC(O)CC1 (stereo unspecified)	5%	/	2%	i	-5%	2%	-8%	-6%
COc1ccccc1N1C(=O)[C@@H]2C(C(=O)CN3C(=O)c4ccccc4C3=O)=NN[C@@H]2C1=O	1%	/	0%	-5%	-6%	5%	-4%	-4%
C=CCOc1ccc(C2C(C(=O)c3ccco3)=C(O)C(=O)N2CCCN(CC)CC)cc1 (stereo unspecified)	0%	-6%	/	-2%	0%	-10%	0%	0%
CCOc1ccc(NC(=O)c2ccc3c(c2)N(Cc2ccc(F)cc2)C(=O)CS3=O)cc1 (stereo unspecified)	-18%	-5%	9%	-11%	4%	0%	-2%	-1%
CCc1ccccc1N1CCN(S(=O)(=O)c2cc(OC)ccc2OC)CC1	-4%	-13%	0%	-13%	-16%	-21%	?	0%
Nc1ncnc2nc(SCCN3CCCCC3)[nH]c12	1%	-2%	1%	3%	-3%	-11%	-11%	0%
O=C(Nn1c(O)c(C=C2N=c3ccccc3=N2)sc1=S)c1ccc(Cl)cc1	-6%	-8%	11%	-22%	2%	-3%	-4%	0%
CCOc1cc(/C=C2\N=C(C)OC2=O)cc(Br)c1OCCc1ccccc1	-11%	6%	8%	i	-18%	11%	/	1%
CC1=C(C(=O)N(C)CCC#N)C2(CCCCC2)OC1=O	3%	-7%	-11%	-9%	-12%	4%	/	1%
CCOc1ccc(C(OC(=O)c2ccco2)C(=O)NCc2ccc(C)cc2)cc1 (stereo unspecified)	2%	-3%	-16%	-10%	2%	1%	-2%	-1%
Cc1ccc(OCC(=O)NC(=S)Nc2cccc(C)n2)cc1	-4%	-3%	4%	-4%	-5%	7%	5%	2%
COC(=O)C1C(=O)CC(C)(O)C(C(=O)OC)C1c1ccc2c(c1)OCO2 (stereo unspecified)	-5%	?	-4%	-16%	-15%	3%	1%	2%
C=CCn1c(COc2cccc(C)c2)nnc1SCC(=O)c1c[nH]c2c(CC)cccc12	8%	-2%	-10%	-1%	1%	-4%	-16%	-11%
CCCC(=O)OC1(C(=O)CO)CCC2C3CCC4=CC(=O)CCC4(C)C3C(O)CC21C (stereo unspecified)	-15%	/	13%	-8%	-1%	/	/	5%
CCCOc1ccc(C2c3c(oc4cc(C)c(C)cc4c3=O)C(=O)N2CCCN2CCOCC2)cc1 (stereo unspecified)	-11%	?	20%	-1%	7%	-11%	-9%	0%
Cc1cc(C(F)(F)F)nc(SCC(=O)Nc2ccccc2)n1	1%	-8%	-5%	i	-14%	8%	-2%[11.4 µM]	3%
Cc1cccc(/C(N)=N/OC(=O)c2ccc(F)cc2)c1	-1%	0%	11%	0%	-5%	2%	19%	0%
O=C(CN1CCN(S(=O)(=O)c2cc(Cl)ccc2Cl)CC1)Nc1ccc2c(c1)OCCO2	-5%	-9%	6%	i	-5%	-7%	-9%	0%
CCOC(=O)c1nn(-c2ccccc2)c2nc(-c3ccc(OC)cc3)c(C#N)c(=O)n12	1%	2%	8%	?	2%	11%	17%	-1%
Cc1cc(NC(=O)c2cc(C)on2)no1	-1%	-3%	10%	3%	-14%	6%	4%	-5%
O=C(O)c1ccc(CN(c2ccccn2)S(=O)(=O)c2ccccc2)cc1	4%	2%	-11%	-3%	-14%	-4%	-1%	0%
O=C1Nc2ccc(F)cc2C12Nc1ccccc1-c1nnc(SCc3ccccc3F)nc1O2 (stereo unspecified)	-7%	-6%	76%[activator]	i	-1%	-9%	-3%	1%
COc1ccccc1CN1C[C@@H]2C[C@@H](c3ccc(Cl)cc3)N3CCC[C@@]23C1=O	-10%	-4%	61%[activator]	-1%	-3%	-2%	-30%	0%
CC1=CC(C)(C)N(C(=O)CNC2CCCC2)c2cc(C)ccc21	-3%	-8%	6%	i	-5%	1%	-1%	-7%
CC(C)(C)n1nc2c(c1NC(=O)COc1ccccc1F)CS(=O)(=O)C2	/	2%	0%	-12%	-10%	6%	-7%	-1%
Cc1ccc(N2C(N)=C(C#N)C(c3cccnc3)C3=C2CCCC3=O)cc1 (stereo unspecified)	-7%	-1%	3%	3%	-14%	-5%	-5%	-2%
CCc1cc(-c2[nH]ncc2-c2nc3ccccc3n2C)c(O)cc1O	-10%	/	6%	-3%	10%	?	-17%	-2%
O=C1NCN(CCO)CN1	2%	/	-9%	1%	-2%	-2%	/	-1%
Cc1cc(C)nc(NCC(O)CNc2ccccc2Cl)n1 (stereo unspecified)	0%	-4%	2%	2%	9%	4%	21%[11.4 µM]	0%
NS(=O)(=O)c1ccc(CCNC(=O)CSc2nc3ccccc3c(=O)n2CCN2CCOCC2)cc1	6%	1%	1%	i	-1%	4%	/	-1%
CCOc1ccc(C(=O)Nc2cc(-c3nc4ccccc4[nH]3)ccc2C)cc1[N+](=O)[O-]	-5%	-14%	2%	-19%	-10%	-10%	-6%	1%
COc1ccc(C(=O)C[N+]2(C)CCOCC2)cc1	-1%	7%	7.1µM*	-6%	-2%	6%	/	-2%
CC(C)C(=O)NC(=S)NCC(=O)c1ccccc1	-7%	8%	-6%	-6%	3%	-11%	5%	-2%
CC(=O)NC(Cc1ccccc1F)C(=O)NC1CCN(c2ncccc2[N+](=O)[O-])CC1 (stereo unspecified)	-4%	-7%	-4%	0%	-1%	-12%	-7%	1%
CCCn1c(O)c(CN2CCCCC2)c(C)c(C#N)c1=O	-1%	-5%	165%[activator]	-12%	-7%	5%	-11%	14%
Cc1onc(-c2ccccc2)c1C(=O)N1CCCN(C(=O)c2c(-c3ccccc3)noc2C)CC1	3%	1%	8%	-1%	-11%	-2%	3%	-3%
CCn1cc(S(=O)(=O)CC(=O)Nc2cc(C)ccc2C)c2ccccc21	5%	-5%[15.4 µM]	-15%	-16%	2%	-2%	-1%	5%
COCc1nnc(NS(=O)(=O)c2ccc(Br)cc2)s1	-16%	-2%	12%	-1%	-11%	3%	-21%[11.4 µM]	-3%
Cc1ccc(NCc2ccccc2F)cc1	-1%	-2%	2%	i	-2%	-1%	-3%	-6%
CSc1ccc(S(=O)(=O)NCc2ccccc2)cc1	5%	-2%	-7%	-13%	8%	3%	/	1%

Reformatted with values under each structure: entries from further up
Order of results: aGlu spleen mod, GAA inh, GoLoco inh red, RECQ1 helicase, TRb SRC2 PPI, GAA glycogen mod, L3MBTL1 inh, TR SRC2 fluor cs
NS(=O)(=O)c1ccc(CCNC(=O)CSc2nc3ccccc3c(=O)n2CCN2CCOCC2)cc1
    6%, 1%, 1%, i, -1%, 4%, /, -1%
CCOc1ccc(C(=O)Nc2cc(-c3nc4ccccc4[nH]3)ccc2C)cc1[N+](=O)[O-]
    -5%, -14%, 2%, -19%, -10%, -10%, -6%, 1%
COc1ccc(C(=O)C[N+]2(C)CCOCC2)cc1
    -1%, 7%, 7.1µM*, -6%, -2%, 6%, /, -2%

More compounds:
structure	aGlu spleen mod	GAA inh	GoLoco inh red	RECQ1 helicase	TRb SRC2 PPI	GAA glycogen mod	L3MBTL1 inh	TR SRC2 fluor cs
FC(F)(F)c1cc(Oc2ccccc2Cl)nc(-c2ccccn2)n1	2%	-3%	-1%	-5%	-2%	-7%	2%	1%
CCCCc1c(O)n2c(nc3ccccc32)[nH]c1=O	0%	10%	8%	-19%	4%	-6%	9%	-2%
Cc1ccc(C(=O)Nc2nc(-c3cccnc3)cs2)o1	-10%	1%	8%	?	-5%	2%	-4%	-2%
CCCc1cc(=O)[nH]c(SCC(=O)c2ccc3c(c2)OCCO3)n1	0%	4%	-6%	-7%	7%	0%	10%	2%
Cc1ccc(C(=O)c2cn(-c3ccc(F)c(Cl)c3)nn2)cc1	-5%	-3%	4%	-1%	7%	2%	-2%	-2%
Nc1nc(N2CCN(C(c3ccccc3)c3ccccc3)CC2)n[nH]1	-2%	4%	9%	16%	-7%	?	-20%	3%
N#Cc1c(N)nc2c(c1N)CC(C(F)(F)F)O2 (stereo unspecified)	-5%	3%	5%	-1%	6%	5%	6%	-5%
N#C/C(=C/c1cn(-c2ccccc2)nc1-c1cccc(OCc2ccc(F)cc2)c1)C(=O)NCCCn1ccnc1	-15%	-7%	2%	-13%	2%	3%	-27%	-2%
Cc1cccc(N/C(N)=N/c2nc(C)cc(=O)[nH]2)c1	3%	4%	1%	i	6%[53 µM]	11%	-8%	-2%[53 µM]
COc1ccc(C2=[N+]([O-])C(C)(C)C(c3ccccc3)=N2)cc1	-2%	-2%	9%	-6%	-8%	4%	/	-5%
O=C(O)c1cc(Cl)cc(Cl)c1	4%	/	-24%	10%	9%	/	/	-3%
CCN(CCn1cccn1)Cc1cn[nH]c1-c1ccc(-c2ccccc2)cc1	-2%	-2%	3%	i	1%	-1%	-18%	3%

A portion of the library; the hit share may differ from the screen's.
